# H9c2 TAG inh: inhibitors of triacylglycerol accumulation, primary screen, cell-based, uHTS, fluorescence, H9c2; H9c2 cells, Nile Red lipid (TAG) fluorescence; cells loaded with 200 µM oleic acid; inhibition, % at 12.5 µM; 230,000 compounds, 0.66% hits; AID 651582, 2012;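 active = pattern-corrected inhibition of lipid staining of at least 50% with the nuclear-stain viability signal not falling by more than 50%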;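 also: 0% = DMSO wells and 100% = triacsin C control wells; some results filed as inactive read as strong as hits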
# H9c2 TAG inh DAPI viability: second read-out of H9c2 TAG inh, no call of its own (marks repeat the call); DAPI nuclei signal change (viability), lower = more cytotoxic, %;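 whole-well DAPI fluorescence read on a plate reader as a viability signal; minus 50 percent equals half of cells still viable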
# Active calls of the source: *.
no.	structure	H9c2 TAG inh	H9c2 TAG inh DAPI viability
1	CCCCCCc1ccc(N2C[C@H](C)[C@@H](CC(=O)NCc3ccccc3)C2=O)cc1	-23	4
2	CCCn1c(C)cc(-c2csc(NC(=O)CCc3nc4ccccc4c(=O)[nH]3)n2)c1C	4	4
3	CC(C)(C)Cc1nnc(NS(=O)(=O)c2ccc(F)cc2)s1	10	4
4	O=C1c2ccccc2C(=O)N1CC1CO1 (stereo not given)	-5	0
5	O=C(c1ccco1)N(Cc1ccc([N+](=O)[O-])cc1)c1ccc(Br)cc1	-14	-9
6	COc1cc2[nH]c(=S)n(Cc3ccc(F)cc3)c(=O)c2cc1OC	8	1
7	O=C(NCc1ccccc1Cl)c1ccc(Br)o1	1	3
8	C=CCN1C(=O)/C(=C2\SC(N3CCOCC3)=NC2=O)c2cc(Br)ccc21	58*	10*
9	N#C/C(=C\c1cn[nH]c1-c1ccccc1Br)C(=O)O	2	-2
10	COc1ccc(CCNC(=O)COC(=O)c2ccc[nH]c2=O)cc1	-10	-3
11	O=C(CCc1ccccc1)N1CCN(CCO)CC1	13	-7
12	Nc1nc(SCC(=O)NCc2ccc3c(c2)OCO3)n[nH]1	7	1
13	COC(=O)C1=C(C)NC(C)=C(C(=O)OC)C1c1ccc(-c2cccc([N+](=O)[O-])c2)o1	4	5
14	O=C(COC(=O)CCc1nc2ccccc2c(=O)[nH]1)NC(c1ccccc1)c1ccccc1	6	-1
15	O=C(CSc1nc(-c2ccccc2)cc(=O)[nH]1)N1CCc2ccccc21	6	-7
16	COc1ccccc1CN(CC(=O)NCc1ccc2c(c1)OCO2)C(=O)c1ccc2c(c1)OCCO2	18	0
17	Cc1ccc(S(=O)(=O)N2CCOCC2)cc1C(=O)NC1CCN(Cc2ccccc2)CC1	-8	-5
18	COc1ccc2[nH]c(=O)c(CN(c3ccccc3OC)S(=O)(=O)c3ccccc3)cc2c1	9	-10
19	COc1ccc(C2=NOC(COc3ccc4c(C)cc(=O)oc4c3)C2)c(OC)c1 (stereo not given)	10	-10
20	Cc1nn(Cc2ccccc2Cl)c(C)c1C(=O)NCc1ccco1	16	-10
21	CCc1nnc(NCn2nc(C)cc2C)s1	-18	3
22	CC1(C)CC(NC(=O)c2cccc(S(=O)(=O)N(Cc3ccccc3)c3ccccc3)c2)CC(C)(C)N1	-5	6
23	Cc1cccc(N/C=C/c2onc(C)c2[N+](=O)[O-])c1	-4	2
24	Cc1ccn2c(=O)nc(SCC(=O)N3CCCCC3)nc2c1	0	-9
25	CC(=O)c1ccc(Nc2c(C)n(C)n(-c3ccccc3)c2=O)cc1	-12	6
26	CN(C)CCCNC(=S)NCCNc1nc2cc3c(cc2cc1C#N)OCO3	12	21
27	Cc1oc(C)c(C(N)=O)c1C(N)=O	-11	6
28	COc1ccccc1CNC(=O)C1CC2Cn3c(nc4ccccc43)C2N1C (stereo not given)	0	5
29	COc1ccc2c(=O)c3c(=O)n(CCc4ccccc4)c(C(C)C)nc3oc2c1	0	-3
30	Oc1c(C=Nc2ccccc2)sc2ccccc12	-8	17
31	CSCCC(NC(=O)c1ccccc1Cl)C(=O)N1CCCCCCC1 (stereo not given)	6	-3
32	CC(=O)NC(c1cccc(F)c1)c1nc(-c2cccs2)cs1 (stereo not given)	8	-5
33	Cc1ccc(C2(C)NC(=O)N(CC(=O)Nc3ccc4c(c3)CCC4)C2=O)cc1 (stereo not given)	-8	10
34	CCOC(=O)N1CCN(C(=O)Cn2ncn3nc(-c4cccs4)cc3c2=O)CC1	-11	2
35	COc1ccc(CCN(C)C(=O)C2CCN(Cc3ccc(C)cc3)CC2)cc1OC	5	-2
36	CCn1nc(C)c(CNC(=O)Nc2ccccc2C(=O)OC)c1C	-4	8
37	COc1ccc(/C=C2\N=C(c3ccccc3Cl)NC2=O)cc1	36	-14
38	CC(C)CNC(=O)C1(N2C(=O)c3ccccc3C2=O)CCCC1	-1	-6
39	CCCCC1(COC(=O)CCC(=O)O)C(=O)N(c2ccccc2)N(c2ccccc2)C1=O	-7	6
40	O=C(Cn1c(=O)n(Cc2ccccc2)c(=O)c2ccccc21)NCc1ccco1	3	-9
41	COc1ccc(CNC(=O)c2ccc(C(C)(C)C)cc2)cc1	1	-1
42	Cc1c(NC(=O)C(C)Oc2ccc(Br)cc2Cl)c(=O)n(-c2ccccc2)n1C (stereo not given)	17	-11
43	CC1CCc2c(sc3nc(C4CC4)nc(N4CCN(C(=O)c5ccco5)CC4)c23)C1 (stereo not given)	7	2
44	O=C(NCCc1cn[nH]c1)c1ccc2oc(CCc3ccccc3)nc2c1	22	18
45	Cc1csc(NC(=O)Cc2c[nH]c3ccccc23)n1	21	5
46	COc1ccc(Oc2coc3c(CN(C)C)c(O)ccc3c2=O)cc1	13	-1
47	C(=NOCc1ccccc1)c1ccccn1	3	5
48	COC(=O)c1cc(S(=O)(=O)Nc2cccc(S(N)(=O)=O)c2)oc1C	11	-3
49	O=C(O)c1ccc(N2CCS(=O)(=O)CC2)cc1	-4	-3
50	Cc1ccc2nsnc2c1NC(=O)CCl	13	-13
51	CCCCCCCCCCCCCC(=O)NO	103	-58
52	Cn1cccc1/C=N/N1CCN(Cc2ccc(Cl)cc2)CC1	-7	7
53	CCC(C)NS(=O)(=O)c1ccc(S(=O)(=O)N2CC=C(c3ccc(F)cc3)CC2)cc1 (stereo not given)	-48	6
54	CC(C)=CCN1CCN(Cc2cccc3nccnc23)CC1CCO (stereo not given)	-4	-2
55	CC1CC(C)(C)NC(=S)N1CCC(=O)Nc1ccc2c(c1)OCCO2 (stereo not given)	-40	-6
56	CCC[C@@H]1CCCO[C@@](C(=O)NCc2cc(C)n(C)n2)(C(F)(F)F)C1	5	-6
57	CC[C@H](C)[C@H]1CNC(=S)N1CC1CCN(CC)CC1	4	-6
58	CN(CC(=O)Nc1ccccc1Br)C(=O)c1n[nH]c2ccccc12	-6	-1
59	Cc1cc2c(NC(=O)CCCC(=O)O)cccc2nn1	11	-3
60	N=c1c2c(n(Cc3ccc(Cl)c(Cl)c3)c3c1CCC3)CCCC2	-20	-9

# More compounds:
no.	structure	H9c2 TAG inh	H9c2 TAG inh DAPI viability
61	Cc1ccc(/C=C2/NC(=O)N(Cc3ccccc3)C2=O)o1	7	-13
62	COc1cccc(OC)c1C(=O)NC(=S)NCc1ccccc1	-23	-2
63	C/C(=N\O)C(C)(C)Nc1cccc(F)c1	-9	-1
64	CCN(CC)c1ccc(C(=O)NNC(=O)CN2C(=O)NC3(CCCCC3)C2=O)cc1	0	-1
65	CC(C)(C)NC(=O)C(c1c[nH]c2ccccc12)N(C(=O)Cn1nnc(-c2ccc(Cl)cc2)n1)c1ccccc1F (stereo not given)	15	-5
66	O=[N+]([O-])c1ccc(OS(=O)(=O)Cc2ccccc2)cc1	-15	-9
67	CCOc1ccccc1NC(=O)NC(C)c1ccc2c(c1)OCO2 (stereo not given)	-73	4
68	Cc1cccc([N+](=O)[O-])c1NC(=O)COC(=O)C1CCCO1 (stereo not given)	1	-4
69	CCC1CCCCN1CCNS(=O)(=O)c1ccc2c(c1)oc(=O)n2C (stereo not given)	0	-18
70	COc1ccc(NS(=O)(=O)c2cccc(C(=O)OCC(=O)N3CCN(c4ccc(OC)cc4)CC3)c2)cc1	-11	-3
71	CCOc1ccc(NC(=S)Nc2ccc(OC(F)(F)F)cc2)cc1	13	1
72	CCCCn1c(N)c(N(CCOC)C(=O)c2ccc(-c3ccc(Cl)cc3)o2)c(=O)[nH]c1=O	8	-18
73	CC(=O)Nc1sc2c(c1C(c1cccc(Cl)c1)N1CCN(CCO)CC1)CCCC2 (stereo not given)	-4	3
74	CCCCC(CC)CNC(=O)c1[nH]c(C)c(C(C)=O)c1C (stereo not given)	0	-3
75	Cc1cc(C)c(-c2cc(NC(=O)COC(=O)c3ccc(NC(=O)CC#N)cc3)n(-c3ccccc3)n2)cc1C	11	5
76	COc1ccc2ccccc2c1/C=N/n1cnnc1	7	2
77	CCOC(=O)CNC(=O)CSc1nc2sc(C)c(C)c2c(=O)n1C	12	3
78	CCC1=C(OC(=O)N(CC)CC)N2C(=O)OC(=NCCOC)[C@]2(Cc2ccccc2)[C@H]2C1=CC[C@H]1C(=O)N(CC(=O)OC)C(=O)[C@H]12	8	-12
79	C[C@@H]1CCCCO[C@H](CN(C)C(=O)NC2CCCCC2)[C@@H](C)CN([C@H](C)CO)C(=O)c2cc(NC(=O)c3ccccc3)ccc2O1	-11	-3
80	COc1ccc(Cc2nnc(SCc3c(C)noc3C)n2C2CCCCC2)cc1OC	7	1
81	COc1cccc(CN(CC(=O)NCC2CCCO2)C(=O)CCC(=O)Nc2cc(C)on2)c1 (stereo not given)	-5	-11
82	O=c1c2ccccc2c2ccccc2c(=O)n1Cc1ccc2c(c1)OCO2	3	-1
83	Cc1oc(C(C)(C)C)cc1C(=O)Nc1ccc2c(c1)OCCO2	1	9
84	COc1cc2ccccc2cc1-c1nnc(COc2ccccc2)o1	5	-6
85	CN(Cc1ccccc1)S(=O)(=O)c1ccc(Cl)c(C(=O)OCC(=O)NC2CCS(=O)(=O)C2)c1 (stereo not given)	7	-2
86	CCOC(=O)C1=CC[C@@H](c2ccco2)N(S(=O)(=O)c2ccc(C)cc2)[C@H]1C(=O)OCC	-7	1
87	COc1ccccc1Nc1nc(N)nc(CSc2nnc(C)s2)n1	-4	-9
88	Cc1ccc(C(O)c2ncc(-c3ccccc3Cl)[nH]2)cc1 (stereo not given)	-17	0
89	CCOC(=O)c1ccc(-c2c(C(=O)OCC)oc3cc(O)c(CC)cc3c2=O)o1	4	-2
90	COc1ccc(OCC(=O)Nc2ccc3c(c2)n(C)c(=O)n3C)cc1	2	1
91	CCOC(=O)C1CCCN(Cc2cc(=O)oc3cc(C)ccc23)C1 (stereo not given)	0	-17
92	CCN(C(=O)COC(=O)c1nc(Cl)ccc1Cl)c1c(N)n(Cc2ccccc2)c(=O)[nH]c1=O	-16	-2
93	Cc1ccccc1NC(=O)c1ccc(C)c(S(=O)(=O)NCc2cccnc2)c1	0	1
94	Cc1ccc(OCC(=O)N2CCN(C(=O)c3ccncc3)CC2)cc1	4	-4
95	Cc1cccc(NC(=O)CSCC(=O)Nc2cc(Cl)ccc2N2CCOCC2)c1	4	0
96	COc1ccc(CN2CCC2(C)C(=O)NCc2ccc3c(c2)OCO3)c2ccccc12 (stereo not given)	-21	-1
97	CC1(C(=O)NS(=O)(=O)c2ccccc2)CCN1C(=O)c1ccccc1CCc1ccccc1 (stereo not given)	6	-2
98	CCOc1ccc(/C=C/C(=O)OCC(=O)NCCc2ccc(OCC)c(OCC)c2)cc1OC	33	4
99	CCOC(=O)C[C@H]1c2cc(F)ccc2S(=O)(=O)N1C1CCCCC1	-14	-1
100	CC1Cc2ccccc2N1CC(=O)NC(=O)NC1CCCC1 (stereo not given)	-5	-4
101	COc1ccc(C2=NS(=O)(=O)N(C)C(C(=O)N3CCN(C)CC3)=C2)cc1	-8	-5
102	COc1ccc(CCN(C)C(=O)N2CCOCC2)cc1OC	1	-5
103	Cc1ccc(Cl)cc1NC(=O)COC(=O)Cn1cnc2c1c(=O)n(C)c(=O)n2C	-67	-1
104	COc1ccccc1N1CC(C(=O)Nc2nc(C)cs2)CC1=O (stereo not given)	2	9
105	Cc1c(Nc2c3ccccc3nc3ccccc23)c(=O)n(-c2ccccc2)n1C	-4	8

# By substructure: the compounds so far with an aryl thioether with sulfur outside any ring.
no.	structure	H9c2 TAG inh	H9c2 TAG inh DAPI viability
12	Nc1nc(SCC(=O)NCc2ccc3c(c2)OCO3)n[nH]1	7	1
15	O=C(CSc1nc(-c2ccccc2)cc(=O)[nH]1)N1CCc2ccccc21	6	-7
24	Cc1ccn2c(=O)nc(SCC(=O)N3CCCCC3)nc2c1	0	-9
77	CCOC(=O)CNC(=O)CSc1nc2sc(C)c(C)c2c(=O)n1C	12	3
80	COc1ccc(Cc2nnc(SCc3c(C)noc3C)n2C2CCCCC2)cc1OC	7	1
87	COc1ccccc1Nc1nc(N)nc(CSc2nnc(C)s2)n1	-4	-9

# (listing goes on)
no.	structure	H9c2 TAG inh	H9c2 TAG inh DAPI viability
106	COc1ccc(N(C)C(=O)Nc2ccc3nsnc3c2)cc1	-7	3
107	CCn1c(SCc2ccc(F)cc2)nc2c(c1=O)SCC2	-12	6
108	CCCc1cc(C(=O)Nc2ccc(C)cc2)no1	-5	-2
109	COc1ccccc1-n1cccc1C=O	-7	-17
110	CCn1nc(C(=O)NNC(=O)c2ccccc2OCc2c(C)noc2C)c2ccccc2c1=O	16	2
111	COc1ccc(C(=O)OCC(=O)N2CCC(C)CC2)cc1S(=O)(=O)N1CCOCC1	19	-5
112	CC1CCC(NC(=O)COC(=O)c2ccco2)CC1 (stereo not given)	9	-3
113	O=C(CN(C(=O)CNC(=O)c1ccco1)c1ccc2c(c1)OCCO2)NC1CCCCC1	21	-11
114	Cn1c2ccccc2c(=O)c2ccc(Cl)cc21	1	32
115	CCOc1ccc(-c2cc(C(=O)N3CCC(C)CC3)c3ccccc3n2)cc1	-33	53
116	O=C(CSc1ncnc2scc(-c3ccccc3)c12)NCc1ccc2c(c1)OCO2	-10	-14
117	Cc1noc(N)c1C(=O)Nc1ccc(C(C)(C)C)cc1	23	-6
118	O=C(CCc1nnc(CCc2c[nH]c3ccccc23)o1)NC1CCC1	4	-6
119	COc1ccc(NC(=O)CN(C)CC(=O)Nc2ccc3c(c2)CCC3)cc1	-2	-6
120	CC(=O)N1CCN(C(=O)c2cccc(S(=O)(=O)Nc3c(C)n(C)n(-c4ccccc4)c3=O)c2)CC1	7	3
121	COc1cccc(/C=C/C(=O)c2ccc(NC3=NCCCS3)cc2)c1	6	8
122	Cc1ccc(CNS(=O)(=O)/C=C/c2ccc3c(c2)OCO3)cc1	-14	4
123	Cc1ccc(C(=O)CCC(=O)NNC(=O)c2ccccc2O)cc1	-2	-5

# Only part of the results is shown; rates above refer to the full screens.
